# Screening data: PubChem BioAssay, several laboratories
# eIF4E-4G inh = eIF4E/eIF4G interaction inhibition in translation initiation. 0.37% of 220,000 active. inhibition, % at 21.7 µM. P63073+Q04637. TR-FRET eIF4E-eIF4GI(517-606) binding, 2 h. AID 782;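 active means inhibition above about 30%, limit read from the data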;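 further: 0% = full FRET control wells and 100% = background wells lacking eIF4GI fragment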
# FXIa inh 1536 = inhibitors of human coagulation factor XIa. inhibition, % at 5 µM. purified FXIa, Boc-Glu-Ala-Arg-AMC fluorogenic substrate. AID 798. P03951. 0.14% of 220,000 active;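 active means inhibition of at least 40%; inactive means inhibition below 40%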;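 further: fluorescence of freed AMC excited at 355 nm; 0% = enzyme without compound and 100% = no enzyme blank; many of its hits are not listed in these tables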
# Wee1 degr inh = inhibitors of human Wee1 degradation | P30291 | HeLa Luc-Wee1K328M stability, luciferase luminescence; 100% = proteasome inhibitor MG132 effect | reporter increase, % at 5 µM | 1.2% of 220,000 active | AID 1321;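 active means activation above the mean of all tested compounds plus 3 SD, set per screening run, cut at about 8.8% in these data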;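 further: cells exposed to compound for 20 h before luminescence read; 0% = DMSO alone and 100% = MG132 at 30 µM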
# 14-3-3 Bad inh = disrupts binding of bovine 14-3-3 zeta to phospho-Bad peptide; 0.71% of 220,000 active; inhibition, % at 21.7 µM; TR-FRET 14-3-3zeta/Dy647-pBad peptide displacement, 1 h; P63103;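 active means inhibition above about 70%, limit read from the data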;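 further: 0% = full 14-3-3 plus peptide FRET controls and 100% = background without 14-3-3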
# p97 ATPase inh = blocks human p97 ATPase activity; P55072; recombinant p97 ATPase, Kinase-Glo ATP luminescence, 3 h; inhibition, % at 8 µM; 0.42% of 220,000 active; in the data active means inhibition above about 15%;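 further: 0% = DMSO vehicle and 100% = wells lacking enzyme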
# Rad51 HR inh = Rad51 (human) homologous recombination inhibition; AID 1385; 0.085% of 200,000 active; hRad51 DNA strand exchange, fluorescence dequenching; inhibition, % at 10 µM;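 active means inhibition above 40% at the single screening dose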;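 further: 0% = DMSO control wells and 100% = blanks with heterologous ssDNA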
# Target sequence (Q06609 whole entry, looked up): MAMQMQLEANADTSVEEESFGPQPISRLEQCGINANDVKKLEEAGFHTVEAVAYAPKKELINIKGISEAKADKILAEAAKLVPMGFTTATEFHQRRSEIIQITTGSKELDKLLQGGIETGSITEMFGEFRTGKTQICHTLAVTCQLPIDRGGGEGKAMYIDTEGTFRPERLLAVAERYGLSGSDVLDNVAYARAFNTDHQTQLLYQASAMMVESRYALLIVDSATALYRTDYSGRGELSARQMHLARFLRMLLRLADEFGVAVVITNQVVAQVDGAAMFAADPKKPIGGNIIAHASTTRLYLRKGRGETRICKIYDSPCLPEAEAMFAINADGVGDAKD
#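 Material: Human Rad51 nucleoprotein filaments preassembled on unlabelled ssDNA | Also added: Labelled 47-mer dsDNA for strand exchange | Dosing: Single dose, 10 µM final compound | Schedule: 30-min compound preincubation and 15-min exchange, both room temperature | Technique: Fluorescence dequenching at 485/520 nm | Measure: Percent inhibition relative to plate controls and blanks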
# hK5 inh = inhibitors of human kallikrein 5. Q9Y337. recombinant hK5, fluorogenic AMC substrate cleavage. inhibition, % at 5 µM. 0.59% of 210,000 active;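 active means inhibition of 40% or more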;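 further: 0% = enzyme controls without compound and 100% = no-enzyme blanks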
# Target sequence (Q9Y337 67-293 limits assumed): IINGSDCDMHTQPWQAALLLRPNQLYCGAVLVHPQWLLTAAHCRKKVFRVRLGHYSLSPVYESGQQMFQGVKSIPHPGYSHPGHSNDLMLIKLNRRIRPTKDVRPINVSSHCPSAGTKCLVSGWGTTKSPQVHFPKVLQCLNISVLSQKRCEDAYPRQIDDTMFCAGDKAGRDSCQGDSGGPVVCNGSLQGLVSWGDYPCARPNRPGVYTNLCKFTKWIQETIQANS
# FXIIa inh 1536 = inhibitors of human coagulation factor XIIa; 0.3% of 220,000 active; P00748; inhibition, % at 5 µM; purified FXIIa, Boc-QGR-AMC fluorogenic substrate, 2 h; in the data active means inhibition above about 40%;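 further: 0% = enzyme with no compound and 100% = blank without enzyme; many of its hits are not listed in these tables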
# MDM2 E3 inh = inhibitors of human Mdm2 E3 ubiquitin ligase; signal enhancement, % at 5 µM; AID 1230; 0.11% of 210,000 active; Q00987; cell-based MDM2 ubiquitination luciferase reporter, 2 h; 0 = plate control, 100 = twice control, blank-subtracted;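 active means signal enhancement of 30% or more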;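 further: luminescence tracks abundance of the self-degrading MDM2-luciferase fusion protein; higher signal means inhibition of MDM2 E3 ligase activity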
# Target sequence (Q00987 whole entry, looked up, the tested form may be a part): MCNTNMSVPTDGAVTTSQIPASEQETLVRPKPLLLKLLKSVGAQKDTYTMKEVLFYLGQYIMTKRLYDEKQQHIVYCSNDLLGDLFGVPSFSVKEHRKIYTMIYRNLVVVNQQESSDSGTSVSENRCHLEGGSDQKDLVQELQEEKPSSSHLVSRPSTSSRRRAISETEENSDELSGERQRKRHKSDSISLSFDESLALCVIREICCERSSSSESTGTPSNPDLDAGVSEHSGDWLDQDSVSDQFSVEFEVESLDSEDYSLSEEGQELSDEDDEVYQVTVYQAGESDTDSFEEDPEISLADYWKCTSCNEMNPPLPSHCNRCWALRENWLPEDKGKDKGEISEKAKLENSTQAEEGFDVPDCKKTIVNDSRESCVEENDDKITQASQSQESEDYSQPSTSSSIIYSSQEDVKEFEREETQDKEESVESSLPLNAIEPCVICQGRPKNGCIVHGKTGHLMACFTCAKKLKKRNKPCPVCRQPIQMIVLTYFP
#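 Timing – 2 h compound exposure at 37 °C · Assay system – mammalian cells stably expressing self-ubiquitinating, self-degrading MDM2 E3–luciferase fusion · Amount – 2000 cells seeded into each well · Measure – % luminescence enhancement versus blank-corrected plate control mean · Measured by – SteadyLite luminescence, 15 min reagent step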
# * = called active by the depositor; . = no result given; [ ] = remark or other dose.
SMILES,eIF4E-4G inh,FXIa inh 1536,Wee1 degr inh,14-3-3 Bad inh,p97 ATPase inh,Rad51 HR inh,hK5 inh,FXIIa inh 1536,MDM2 E3 inh
Cc1ccc(NC2=C(Cl)C(=O)N(C3CCCCC3)C2=O)cc1,6,5,1,13,-1,.,-5,11,-3
CCOc1ccc(-c2nc(-c3ccc(OC)c(OC)c3)no2)cc1OCC,5,5,1,-11[fluorescence artefact?],5,3,0,11,.
CCN1CCN(C(c2cccs2)C(C)NC(=O)NC2CCCCC2)CC1 (configuration not stated),2,-1,1,-1[fluorescence artefact?],4,0,-2,7,-9
COCCCNc1nc2ccccc2nc1NS(=O)(=O)c1ccc(C)cc1C,4,-2,1,8,-4,.,-3,1,-13
C=CCN=C1SC(CC)C(=O)N1S(=O)(=O)c1ccc(C)cc1 (configuration not stated),0,4,-2,1,3,-5,0,14,-3
Cc1cccc(NC(=O)c2ccc3ccccc3n2)n1,-5,0,5,-3,-4,3,-5,16,-10
CN(C)S(=O)(=O)Oc1ccc(Cl)cc1C(=O)Nc1cccc(C(F)(F)F)c1,1,-8,-4,-10,3,-1,2,7,-15
COc1ccc(Nc2nc(NCc3ccco3)nc(N/N=C/c3ccccc3Cl)n2)cc1,-1,-6,-2,3,4,2,-6,7,-7
COc1ccc(-c2c(C(F)(F)F)[nH]n3c(=O)cc(-c4ccccc4)nc23)cc1,3,-4,-4,3,7,13,-4,-9,0
CCOc1ccc(NS(=O)(=O)c2cnc(Cl)c(Cl)c2)cc1,2,-11,-1,6[fluorescence artefact?],-2,17,-15,-2,7
Cn1c(C(=O)NC2CCCCC2)cc2sccc21,-4,6,5,6,-8,0,-10,24,3
O=C(N/N=C/c1cccc([N+](=O)[O-])c1O)c1cccs1,0,-13,-1,8,6,3,-25,-1,-10
Cc1ccc(S(=O)(=O)N2CCC(=O)N(CCOCc3ccc(Cl)cc3)CC2)cc1,-11,-7,-4,7,-10,4,-4,3,.
C=CCc1ccccc1OCC(=O)O,-8,-2,-2,5,7,-1,-5,2,.
O=C(N/N=C/c1ccc(Br)s1)Nc1ccccc1,0,-1,3,-10,1,.,1,5,-3
COc1ccc(CN(C)C(=O)c2cnc(OC)cc2C(F)(F)F)c(OC)c1,-1,-6,-1,3,3,-15,-3,9,-13
Cc1ccccc1C(=O)Nc1ccc(Br)cn1,1,-10,-2,-6,-2,-1,-16,4,-32
CC(NC(=S)Nc1ccc(OC(F)F)c(Cl)c1)C(C)(C)C (configuration not stated),-3,-2,-1,-7,-1,4,-1,7,8
Cc1ccc2nc(SCc3nnc(-c4ccccc4[N+](=O)[O-])o3)c(C#N)cc2c1,-8,-3,-1,-1,-5,-2,-14,4,-16
C/C(=N\NC(=O)c1cccc(S(=O)(=O)N2CCOCC2)c1)c1ccco1,3,2,0,8,6,-8,5,5,.
CCCn1c(SCC(=O)c2ccc3c(c2)OCCO3)n[nH]c1=O,-6,3,1,-3,5,-1,0,8,-10
Cc1ccc(-n2c(=O)c3sccc3n(Cc3cc(=O)n4ccccc4n3)c2=O)cc1F,16,6,0,-10,4,2,-14,13,-2
Cc1c(NS(=O)(=O)c2cccc(C(=O)OCC(=O)N(C)C3CCCCC3)c2)c(=O)n(-c2ccccc2)n1C,1,-2,2,-5,2,1,-3,4,-4
Cc1ccc(CNC(=O)C2CCN(S(=O)(=O)N3CCCCC3)CC2)cc1,-2,1,2,0,5,-3,-4,3,-8
Cc1nn(CC(=O)N/N=C/c2ccc(F)cc2)c(C)c1[N+](=O)[O-],10,4,-2,0,5,6,1,7,-14
Cc1ccc(C)c(N2CCN(C(=O)c3ccc(CS(=O)(=O)c4ccccc4C)o3)CC2)c1,-4,-9,0,-3,-7,-1,-16,1,-1
Cn1c(CNC(=O)OC(C)(C)C)nnc1SCc1c(Cl)cccc1Cl,4,8,2,-1,-7,-7,14,11,-15
CNC(=O)C(=O)NCCCN1CCOCC1,-1,-10,-1,-2,-1,6,3,2,-1
Cc1ccc2c(c1)cc(CN(CCc1ccccc1)C(=O)N1CCOCC1)c1nnnn12,4,-3,4,2,-1,2,-7,4,-14
COc1ccc(/C=C/C(=O)OCC(=O)NCc2cccs2)cc1OC,-2,0,-1,11,7,9,-7,2,0
N/C(=N\OC(=O)CCCc1ccccc1)c1ccccn1,3,0,2,-3[fluorescence artefact?],-1,.,-17,2,-1
O=C(CC12CC3CC(CC(C3)C1)C2)N1CCOCC1,1,2,0,-5,6,7,-1,6,5
O=C(O)Cn1nc(C(F)(F)F)c2c1CCCC2,-2,-5,0,-9,2,3,-2,8,-8
COc1cccc(CN2CCNC(=O)C2CC(=O)NCCn2nc(C)cc2C)c1OC (configuration not stated),-1,5,1,-2,7,.,3,8,-3
Fc1ccc(OCc2nn3cnnc3s2)cc1,-1,-6,1,-5,0,-1,0,-5,-16
CCN(CC)CCCN1C=C2C(=O)C(C)(OC(=O)C3CCCC3)C(=O)C(c3ccccc3)=C2C=C1CCCC(=O)OC (configuration not stated),1,3,.,-1,.,-2,0,9,5
COC(=O)c1cn(-c2ccc(Cl)cc2)c(=O)c2ccccc12,1,5,-2,3,6,-3,11,14,3
CCc1cc2c(=O)c(-c3nc4ccccc4[nH]3)coc2cc1OC(=O)N1CCOCC1,-8,-5,-2,-4,2,-1,-47,-5,-4
Cc1ccc(NS(=O)(=O)c2ccc(N3C(=O)CCC3=O)cc2)cc1,2,-8,2,6,-8,2,-11,10,-11
O=C(Nc1ccc2oc(-c3cccnc3)nc2c1)c1cccnc1,-2,2,-1,-21,4,-1,6,14,11

# Molecules from the list above containing an NH in an aromatic ring, in the order listed:
SMILES,eIF4E-4G inh,FXIa inh 1536,Wee1 degr inh,14-3-3 Bad inh,p97 ATPase inh,Rad51 HR inh,hK5 inh,FXIIa inh 1536,MDM2 E3 inh
COc1ccc(-c2c(C(F)(F)F)[nH]n3c(=O)cc(-c4ccccc4)nc23)cc1,3,-4,-4,3,7,13,-4,-9,0
CCCn1c(SCC(=O)c2ccc3c(c2)OCCO3)n[nH]c1=O,-6,3,1,-3,5,-1,0,8,-10
CCc1cc2c(=O)c(-c3nc4ccccc4[nH]3)coc2cc1OC(=O)N1CCOCC1,-8,-5,-2,-4,2,-1,-47,-5,-4

# (more compounds)
SMILES,eIF4E-4G inh,FXIa inh 1536,Wee1 degr inh,14-3-3 Bad inh,p97 ATPase inh,Rad51 HR inh,hK5 inh,FXIIa inh 1536,MDM2 E3 inh
O=C(NCc1ccco1)c1ccc(OCC2CCCO2)cc1 (configuration not stated),-2[fluorescence artefact?],-7,-1,8,-2,5,-35,-2,-14
Cc1ccc(SCC2=NNC(=O)C2)cc1,-4,5,-1,-9,-6,-11,-15,6,-16
COc1ccc(NC(=O)/C(=C\c2ccncc2)NC(=O)c2ccccc2)cc1,5,-1,2,-5,4,17,-4,10,-9
CC(NCc1ccccc1O)c1ccccc1 (configuration not stated),0,-1,2,-15,2,6,0,8,-4
CCOC(=O)c1cc(C#N)c(Nc2ccccc2OC)nc1C(F)(F)F,0,-6,1,-4,-8,-7,19,2,-11
COc1cc(OC)cc(C(=O)NC2CC3CCC(C2)N3Cc2ccco2)c1 (configuration not stated),-1,0,5,4[fluorescence artefact?],1,0,-1,7,-6
O=C(NOC(=O)c1ccccc1Cl)c1cccs1,1,7,-3,1,1,5,-2,15,5
COc1ccc(NC(=O)CC(C(=O)O)N2CCCCC2)cc1 (configuration not stated),5[fluorescence artefact?],-14,-3,10,3,.,10,14,-5
COCCCNC(=O)CC(NS(=O)(=O)c1ccc(OC)cc1)c1ccc(OC)cc1 (configuration not stated),-5,-7,-4,9,3,-5,4,-7,-8
O=C(O)CCc1ccc(-c2ccccc2)n1NC(=O)c1cccs1,0,-5,-1,-10,5,-1,-2,6,6
CCCN(CCC)CCNc1c(N2CCN(C(=O)OCC)CC2)c(=O)c1=O,-4,-16,-1,-2,3,-2,-28,7,-19
COc1cc(C(=O)Nc2cccc(C)c2C)c(Br)c(OC)c1OC,4,1,-3,-3,0,48*,0,6,-8
CC(C)CCN(CCC(C)C)C(=O)Cc1c(O)c2ccccc2[nH]c1=O,0,2,-1,-4,-2,17,1,8,-4
COc1ccc(OC)c(NC(=O)CSC2=C(C#N)C(c3ccco3)C3=C(CCCC3=O)N2)c1 (configuration not stated),2,-5,-2,0,4,.,-10,-5,-9
CCCCn1nnc(NC(=O)c2ccco2)n1,1,30,3,6,0,5,-24,15,-13
CCNc1nc(NCC)nc(OCCOC(=O)c2ccccc2)n1,0[fluorescence artefact?],6,2,-7[fluorescence artefact?],1,-5,-5,12,-11
CCOC(=O)CSc1nc2c(c(=O)[nH]c(=O)n2C)n1C/C=C(/C)Cl,12,-1,-3,21,4,-3,-4,18,-57
CC(=O)Nc1cnn(Cc2ccc(Br)cc2)c1,1,17,-1,2,2,-3,-18,7,-11
CCOC(=O)N1CCC(N2C(=O)c3ccc(C(=O)NCc4ccco4)cc3C2=O)CC1,4,-7,0,-14,-5,-3,3,5,-7
COc1ccc(/C=C/C(=O)O)cc1COc1cccc(C)c1,-4[fluorescence artefact?],13,-2,7[fluorescence artefact?],0,1,0,21,-14

# As entered above:
# Value for COc1cc(C(=O)Nc2cccc(C)c2C)c(Br)c(OC)c1OC under eIF4E-4G inh: 4
# Value for CCOC(=O)CSc1nc2c(c(=O)[nH]c(=O)n2C)n1C/C=C(/C)Cl under eIF4E-4G inh: 12
# Value for CCCCn1nnc(NC(=O)c2ccco2)n1 under MDM2 E3 inh: -13
# Value for CC(=O)Nc1cnn(Cc2ccc(Br)cc2)c1 under Rad51 HR inh: -3

# (further entries)
SMILES,eIF4E-4G inh,FXIa inh 1536,Wee1 degr inh,14-3-3 Bad inh,p97 ATPase inh,Rad51 HR inh,hK5 inh,FXIIa inh 1536,MDM2 E3 inh
Cc1ccccc1COCCN1CCN(S(=O)(=O)c2ccccc2)CCC1=O,-6,-3,.,-3,.,-1,-3,8,-7
Nc1cc(C(=O)c2ccccc2)ccc1[N+](=O)[O-],4,-5,2,7,-4,-2,-6,2,-7
COc1ccc(CN2CC(C(=O)NCCCOC(C)C)CC2=O)cc1 (configuration not stated),1,-4,1,-3,-2,0,-8,2,-10
Cn1c(=O)cc(C(=O)N/N=C/c2ccc(Cl)cc2)[nH]c1=O,1,3,1,-3,6,-1,-8,7,-8
CCOC(=O)c1ccccc1NC(=O)COC,-2,-8,-3,-5,2,-4,-2,-10,-1
CCOc1ccc(NC(=O)C2CC(=O)N(CC)C(=Nc3ccc4c(c3)OCO4)S2)cc1 (configuration not stated),0[fluorescence artefact?],1,3,-6,-1,1,-21,9,-11
Cc1ccc(Nc2nc(N)nc(CSc3nccn3C)n2)c(C)c1,-6,-22,1,0,-7,.,-1,17,-8
N#Cc1ccc(OCc2noc(-c3ccsc3)n2)cc1,-1,-7,2,-2,-10,0,-1,5,-4
O=C(NNC1CC(=O)N(c2cccc(Cl)c2)C1=O)c1cccs1 (configuration not stated),9,-1,-3,-20[fluorescence artefact?],2,5,-17,9,-6
C#CC[N+](C)(C)CCCCCCCCC,-1,7,-1,5,2,-1,-2,9,-4
COc1ccc(O)c(C(=O)c2cnc3c(c2)CN(C)C(=O)N3)c1,0,-1,2,-4,3,-13,4,7,-4
O=C1/C(=C/c2cccs2)COc2ccccc21,2,-4,1,5[fluorescence artefact?],-4,-6,-4,9,-1
COc1ccc([N+](=O)[O-])cc1NC(=O)Cc1ccc(C)cc1,5,-4,2,-8,2,-2,-23,0,-7
C/C(=N\NC(=S)NCc1ccccc1)c1ccc(C#N)cc1,-1,24,1,-1,-5,-2,54*,32,-28
